Bioassay records: PubChem BioAssay, several laboratories
TR-FRET SRC-2 ct: TR-FRET signal artefacts, primary screen, artefact control for PPARgamma SRC-2 agonist project, biochemical. 200,000 tested, 0.4% active. TR-FRET ratio at 8 µM. TR-FRET artefact counter-screen; hits give high values. AID 1049, 2008; in the data active means TR-FRET ratio above about 2000; further: inactives centre near 1500
Diaph act CS: compounds boosting diaphorase resazurin reduction – biochemical, uHTS, resorufin fluorescence, counter-screen for diaphorase-coupled primary assays, primary screen. Diaphorase/resazurin coupled assay, 16 min; hits give high values; 1 = vehicle wells, 0 = NADH-free wells. activation factor at 20 µM. 190,000 tested, 0.005% active. AID 1229, 2008;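 active means diaphorase activity raised at least twofold by the compound at 20 µM; inactive means activation factor below 2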
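Material: bacterial diaphorase enzyme (C. kluyveri); amount: enzyme 0.07 U/mL final; reagent: NADH substrate 0.114 mM plus resazurin dye 0.1 mM, final; doses: single compound dose of 20 µM, 1% DMSO final; timing: 16 min enzyme reaction, ambient temperature; measured by: fluorescence of resorufin, 544 nm excitation, 590 nm emission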
PPARg SRC2 recr: agonists of PPARg-SRC-2 recruitment, primary screen, biochemical, HTS. Peroxisome proliferator-activated receptor gamma (Homo sapiens), P37231. PPARgamma LBD-SRC-2 recruitment. activation, % at 8 µM. 200,000 tested, 0.34% active. AID 1032, 2008; in the data active means activation above about 22%;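 further: 0% = vehicle and 100% = reference agonist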
PPARg SRC3 recr: PPARgamma agonists recruiting SRC-3 coactivator, primary screen, biochemical. Peroxisome proliferator-activated receptor gamma (Homo sapiens), P37231. biochemical PPARgamma/SRC-3 coactivator recruitment assay. activation, % at 8 µM. 200,000 tested, 0.26% active. AID 731, 2007; in the data active means activation above about 23%;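 further: 0% = DMSO and 100% = reference agonist; some compounds past the cut are filed as inactive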
G6PDH CS: L. mesenteroides G6PDH inhibitors, counter-screen for G6PDH-coupled screening assays, biochemical, Leuconostoc mesenteroides enzyme | glucose-6-phosphate dehydrogenase [Leuconostoc mesenteroides] | Purified L. mesenteroides G6PDH, diaphorase/resazurin coupled fluorescence, 45 min | inhibition, % at 5 µM | 200,000 tested, 0.12% active | AID 1020, 2008; in the data active means inhibition above about 50%
PMI act hi M6P: human PMI activators, high substrate, primary screen, biochemical, fluorescence intensity, near-saturating mannose 6-phosphate; activation factor at 20 µM; 190,000 tested, 0.34% active; coupled PMI enzyme assay, resazurin fluorescence, 20 min; hits give high values; 1 = untreated enzyme, 0 = substrate-free blank; Mannose-6-phosphate isomerase (Homo sapiens), P34949;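 active means activation factor of 2 or more at 20 µM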
Target sequence (P34949 whole entry, looked up): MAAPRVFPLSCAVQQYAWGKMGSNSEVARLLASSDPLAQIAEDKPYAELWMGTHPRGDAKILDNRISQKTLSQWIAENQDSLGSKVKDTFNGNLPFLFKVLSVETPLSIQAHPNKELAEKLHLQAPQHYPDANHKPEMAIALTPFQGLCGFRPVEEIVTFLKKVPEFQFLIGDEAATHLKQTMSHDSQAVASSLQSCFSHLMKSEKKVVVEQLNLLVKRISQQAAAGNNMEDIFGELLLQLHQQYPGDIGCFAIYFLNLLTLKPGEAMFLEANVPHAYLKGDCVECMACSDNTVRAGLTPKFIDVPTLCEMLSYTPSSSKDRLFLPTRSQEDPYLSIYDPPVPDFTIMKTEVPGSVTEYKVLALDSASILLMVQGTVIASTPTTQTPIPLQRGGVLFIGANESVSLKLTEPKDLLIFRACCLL
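Test system: human phosphomannose isomerase with PGI, G6PDH, diaphorase coupling enzymes / Doses: 20 µM compound, 1% DMSO / Times: enzyme reaction with compound 20 min at room temperature / Measured by: Diaphorase-driven resazurin-to-resorufin fluorescence, excitation 544, emission 590 nm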
PMI act: activators of human PMI, primary screen, biochemical, fluorescence intensity, near-Km mannose 6-phosphate | Mannose-6-phosphate isomerase (Homo sapiens), P34949 | purified human PMI, coupled resazurin fluorescence, 20 min; hits give high values; 1 = vehicle control, 0 substrate-free wells | activation factor at 20 µM | 190,000 tested, 0.005% active;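 active means activation factor of 2 or more at 20 µM, relative to plate controls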
Diaphorase inh: diaphorase inhibitors and chemical oxidizers, primary screen, counter-screen for diaphorase-coupled primary assays, biochemical, uHTS, resorufin fluorescence; inhibition, % at 20 µM; diaphorase resazurin-to-resorufin fluorescence, NADH, 16 min; bacterial (C. kluyveri) enzyme, not human; 190,000 tested, 0.69% active; AID 1217, 2008;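 active means primary screen inhibition at 20 µM above a set limit, cut at about 50% in these data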;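 further: plate controls were DMSO with full reaction for no effect and wells lacking NADH for full effect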
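controls = No-NADH positive control and DMSO neutral control | system = Clostridium kluyveri diaphorase enzyme | timing = reaction incubation of 16 min at room temperature | signal = resorufin fluorescence 544/590 nm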
ROMK primary: ROMK potassium channel modulators, primary screen, cell-based, thallium flux, MLSMR library; Tet-inducible ROMK, thallium flux fluorescence; actives lie on both sides; B-score at 10 µM; 130,000 tested, 2% active;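 active means signal ratio slope over the read window, or its plate-corrected B-score, at least 3 SD from the plate mean, either direction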;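 further: B-score of the F/F0 ratio slope over 7 to 12 s after thallium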
PPARg SRC-1 ag: PPARgamma agonists recruiting SRC-1 coactivator, primary screen, biochemical | Peroxisome proliferator-activated receptor gamma (Homo sapiens), P37231 | PPARgamma-SRC-1 coactivator recruitment biochemical assay | activation, % at 8 µM | 200,000 tested, 0.41% active | AID 631, 2007; in the data active means activation above about 19%;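 further: 0% = DMSO and 100% = reference agonist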
S1P3 antagonist: S1P3 receptor antagonists, primary screen, cell-based; CHO S1P3 NFAT-BLA reporter, FRET fluorescence, antagonist mode; Sphingosine 1-phosphate receptor 3 (Homo sapiens), Q99500; inhibition, % at 4.98 µM; 170,000 tested, 0.27% active;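 active means inhibition above the plate cutoff, the mean inhibition of test wells on that plate plus 3 SD, cut at about 28% in these data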;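 further: cells challenged with S1P at its EC80 of 0.8 µM; blue over green emission ratio from cleaved BLA substrate after 4 h stimulation; 0% = S1P-stimulated wells and 100% = unstimulated DMSO-only wells; some compounds past the cut are filed as inactive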
Target sequence (Q99500 whole entry, looked up): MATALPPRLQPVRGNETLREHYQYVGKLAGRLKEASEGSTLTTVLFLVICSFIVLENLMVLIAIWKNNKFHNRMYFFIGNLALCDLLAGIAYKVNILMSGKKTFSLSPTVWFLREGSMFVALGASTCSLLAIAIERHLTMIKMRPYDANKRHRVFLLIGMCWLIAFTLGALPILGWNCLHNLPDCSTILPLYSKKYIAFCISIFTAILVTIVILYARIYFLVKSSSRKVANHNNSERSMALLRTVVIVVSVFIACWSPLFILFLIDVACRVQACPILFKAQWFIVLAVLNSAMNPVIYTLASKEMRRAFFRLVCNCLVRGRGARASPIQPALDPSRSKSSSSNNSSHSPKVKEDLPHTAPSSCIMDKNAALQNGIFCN
* hit, by the source's call; . = not tested or not shown.

SMILES | TR-FRET SRC-2 ct | Diaph act CS | PPARg SRC2 recr | PPARg SRC3 recr | G6PDH CS | PMI act hi M6P | PMI act | Diaphorase inh | ROMK primary | PPARg SRC-1 ag | S1P3 antagonist
CC1(C)Cc2nc3oc4c(NCc5ccccc5)ncnc4c3cc2CO1 | 1606 | 0.9 | 2 | -5 | 8 | 0.8 | 0.9 | 9 | -0.26 | -7 | 39
CC(=O)Nc1ccc(-c2nnc(SCc3c(C)cc(C)cc3C)n2C)cc1 | 1498 | 1 | 4 | -5 | 2 | 1.1 | 1 | -1 | 0.59 | 4 | .
CC(C)(C)NC(=O)[C@H]1CC[C@H]2[C@@H]3CC[C@H]4NC(=O)C=C[C@]4(C)[C@H]3CC[C@]12C | 1401 | 1.1 | -6 | 0 | 9 | 1.1 | 1 | -6 | . | -14 | 2
COc1ccc(N(Cc2ccccc2)C(=O)CSc2nnc(Cn3nnc4ccccc43)o2)cc1 | 1527 | 0.8 | 6 | 11 | 11 | 0.9 | 0.9 | 22 | . | 1 | .
CCCCN(CCCC)CC(O)COc1ccccc1Br (stereo not given) | 1588 | 1.1 | -1 | -2 | 6 | 1.1 | 1 | -7 | . | -4 | 13
Cc1cc(C)n2nc(S(=O)(=O)N(CC(C)C)CC(C)C)nc2n1 | 1391 | 1 | 2 | -2 | 0 | 0.8 | 0.9 | 4 | . | -1 | -16
CCOC(=O)C1=C(N)OC2=C(C(=O)CC(C)(C)C2)C1c1cc(CSc2nnnn2C)cs1 (stereo not given) | 1747 | 0.9 | -3 | -2 | 5 | 1 | 1 | 7 | -4.1* | 13 | -8
O=C(CSc1nc2ccccc2o1)N1N=C(c2cccs2)CC1c1ccc(F)cc1 (stereo not given) | 1696 | 0.8 | 5 | 1 | -5 | 1 | 1 | 20 | -1.6 | 0 | 5
CC(=O)Nc1ccc(NC(=O)C2CCC(CNS(=O)(=O)c3cccc4nsnc34)CC2)cc1 (stereo not given) | 1611 | 1 | 0 | -4 | 0 | 0.9 | 0.9 | 2 | -0.27 | 7 | -28
COCCNC(=O)C(c1cccnc1)N(Cc1ccccc1)C(=O)Cn1nnc2ccccc21 (stereo not given) | 1635 | 1 | 14 | 2 | 5 | 1.1 | 1 | 0 | -0.022 | -8 | -18
CC1CCC(NC(=O)CN2CCC(n3nnc4cc(F)ccc43)CC2)CC1 (stereo not given) | 1550 | 0.9 | 6 | -8 | 2 | 1 | 1 | 7 | . | 3 | 11
Cc1[nH]c2ccc(F)cc2c1CCN(Cc1cccnc1)C(=S)Nc1ccc(F)cc1 | 1560 | 1 | 12 | 4 | 4 | 0.9 | 0.9 | -4 | 0.078 | 0 | 15
COc1ccc(C(=O)c2ccc([N+](=O)[O-])cc2Cl)cc1 | 1418 | 1 | -2 | -1 | 4 | 1 | 1 | 1 | -1.3 | -8 | 8
NC(=O)NC(=O)COC(=O)CC12CC3CC(CC(C3)C1)C2 | 1548 | 0.9 | -6 | -1 | 3 | 1 | 1 | 8 | 0.81 | 6 | 2
N#Cc1cn(-c2ccccc2)nc1-c1cc2ccccc2oc1=O | 1565 | 0.9 | 2 | 5 | -1 | 1 | 1 | 13 | . | 6 | 24
COC(=O)C1=C(C)NC(C)=C(C(=O)OC)C1c1ccc(-c2cccc(Cl)c2Cl)o1 | 1712 | 0.8 | 3 | 5 | -2 | 1 | 1 | 19 | . | 4 | -14
O=C(Cc1ccccc1)NCC(=O)OCc1ccc([N+](=O)[O-])cc1 | 1695 | 0.9 | 16 | 2 | 9 | 1 | 1 | 9 | -0.34 | 11 | -5
CC1(c2ccccc2)NC(=O)N(CC(=O)Nc2cccc(C#N)c2)C1=O (stereo not given) | 1542 | 0.8 | 2 | 1 | 7 | 0.9 | 0.9 | 16 | . | -1 | 9
Cc1c(N=Cc2c(O)n(C)c(=O)c3ccccc23)c(=O)n(-c2ccccc2)n1C | 1711 | 0.7 | 5 | -5 | 14 | 0.5 | 0.8 | 28 | . | -6 | .
OCc1nc(CO)n(Cc2ccccc2)n1 | 1421 | 0.9 | 7 | -13 | -1 | 1 | 1 | 7 | . | -1 | -67
Cc1cc(=O)oc(C)c1C(=O)NCC(C)NC(=O)c1c(C)cc(=O)oc1C (stereo not given) | 1479 | 0.9 | 0 | 0 | 1 | 1.1 | 1.1 | 9 | 0.49 | 10 | .
CCOc1cc(S(=O)(=O)N2CCCC2)ccc1Cl | 1388 | 1 | -4 | -12 | 2 | 1 | 1 | 1 | -0.58 | -6 | .
CCC(=O)N1CCc2cc(Br)cc(S(=O)(=O)CC(=O)OC)c21 | 1605 | 0.9 | 2 | 1 | 17 | 0.9 | 0.9 | 15 | 0.81 | 5 | -18
Cc1ccc(S(=O)(=O)Nc2cccc(Cl)c2)cc1NC(=O)c1cccnc1 | 1549 | 0.9 | 3 | 2 | 3 | 1 | 1 | 5 | 0.22 | -2 | -18
Cc1ccc(C(C(=O)NCc2ccco2)N(C(=O)CNC(=O)c2cccs2)c2c(C)cccc2C)cc1 (stereo not given) | 1601 | 1 | 11 | 3 | 1 | 1 | 0.9 | 1 | -0.11 | 0 | -1

Carrying on:
SMILES | TR-FRET SRC-2 ct | Diaph act CS | PPARg SRC2 recr | PPARg SRC3 recr | G6PDH CS | PMI act hi M6P | PMI act | Diaphorase inh | ROMK primary | PPARg SRC-1 ag | S1P3 antagonist
C/C(Sc1nnc(Cc2ccccc2)o1)=C(/O)c1ccccc1 | 1563 | 0.9 | -2 | -1 | -1 | 1.1 | 1.1 | 9 | 0.16 | -3 | 19
Cc1cc(C)c(-c2csc(NC(=O)c3cc([N+](=O)[O-])ccc3N3CCOCC3)n2)c(C)c1 | 1476 | 0.9 | 0 | 1 | 3 | 0.9 | 1 | 12 | . | 1 | -1
Nc1ccc(Nc2nc(-c3ccncc3)cs2)cc1 | 1644 | 0.8 | 19 | 33* | -4 | 1 | 0.9 | 18 | . | 11 | .
COc1ccc(-n2c(N)c(C#N)c3ccc([N+](=O)[O-])cc3c2=O)cc1 | 1627 | 0.7 | 8 | 6 | -27 | 0.5 | 0.9 | 30 | . | 6 | -2
Cn1c(SCc2nc3ccccc3[nH]2)nnc1-c1cccnc1 | 1625 | 1 | 4 | 7 | 10 | 1 | 1 | 0 | -0.47 | 1 | .
CCOC(=O)N1CCN(c2cc(=O)n(C3CCCCC3)c(=O)[nH]2)CC1 | 1571 | 0.9 | -16 | -5 | 3 | 0.8 | 1 | 10 | . | -6 | -24
CC(=O)Nc1nc(C)c(S(N)(=O)=O)s1 | 1518 | 1 | 14 | 4 | 3 | 1 | 1 | 5 | 0.48 | 5 | -15
COc1ccc2c(c1OC)CN(C)CCc1cc3c(cc1C(=O)C2)OCO3 | 1650 | 0.9 | 1 | 1 | -1 | 1 | 0.9 | 5 | -0.29 | 0 | 3
CCCCn1c(SCc2nc3ccccc3s2)nc2cc(S(N)(=O)=O)ccc21 | 1521 | 0.9 | 2 | 10 | 8 | 1.1 | 0.9 | 10 | -1.2 | 0 | .
CCN(Cc1ccccc1)C(=O)C1CCN(Cc2ccc(OC)c(OC)c2OC)CC1 | 1448 | 0.9 | 1 | 5 | 7 | 0.9 | 0.9 | 9 | . | 6 | -8
Clc1ccc(OCc2nnnn2-c2ccccc2)cc1 | 1544 | 1 | 9 | -1 | 12 | 1 | 0.9 | 3 | -0.73 | 0 | 7
Brc1ccccc1C1=Nn2c(nnc2-c2ccccc2)SC1 | 1592 | 0.8 | 3 | 11 | -2 | 1 | 1 | 20 | . | -3 | 0
CCOc1ccc(OCC)c(NC(=O)C2CCN(c3ncccn3)CC2)c1 | 1350 | 1 | -11 | 1 | -2 | 1.1 | 1 | 1 | 0.87 | -7 | 7
O=c1c2cnn(-c3ccccc3)c2nnn1/N=C/c1cccnc1 | 1637 | 1 | 7 | 2 | 8 | 0.9 | 0.9 | 3 | . | 5 | .
CC(=O)NCCn1c(C)cc2ccccc21 | . | 0.9 | . | . | -1 | 0.9 | 0.8 | 12 | . | . | 3

In the list so far, these contain an NH in an aromatic ring:
SMILES | TR-FRET SRC-2 ct | Diaph act CS | PPARg SRC2 recr | PPARg SRC3 recr | G6PDH CS | PMI act hi M6P | PMI act | Diaphorase inh | ROMK primary | PPARg SRC-1 ag | S1P3 antagonist
Cc1[nH]c2ccc(F)cc2c1CCN(Cc1cccnc1)C(=S)Nc1ccc(F)cc1 | 1560 | 1 | 12 | 4 | 4 | 0.9 | 0.9 | -4 | 0.078 | 0 | 15
Cn1c(SCc2nc3ccccc3[nH]2)nnc1-c1cccnc1 | 1625 | 1 | 4 | 7 | 10 | 1 | 1 | 0 | -0.47 | 1 | .
CCOC(=O)N1CCN(c2cc(=O)n(C3CCCCC3)c(=O)[nH]2)CC1 | 1571 | 0.9 | -16 | -5 | 3 | 0.8 | 1 | 10 | . | -6 | -24

Random excerpt: 3 compounds from above.
SMILES | TR-FRET SRC-2 ct | Diaph act CS | PPARg SRC2 recr | PPARg SRC3 recr | G6PDH CS | PMI act hi M6P | PMI act | Diaphorase inh | ROMK primary | PPARg SRC-1 ag | S1P3 antagonist
CC1CCC(NC(=O)CN2CCC(n3nnc4cc(F)ccc43)CC2)CC1 (stereo not given) | 1550 | 0.9 | 6 | -8 | 2 | 1 | 1 | 7 | . | 3 | 11
Cc1cc(C)c(-c2csc(NC(=O)c3cc([N+](=O)[O-])ccc3N3CCOCC3)n2)c(C)c1 | 1476 | 0.9 | 0 | 1 | 3 | 0.9 | 1 | 12 | . | 1 | -1
OCc1nc(CO)n(Cc2ccccc2)n1 | 1421 | 0.9 | 7 | -13 | -1 | 1 | 1 | 7 | . | -1 | -67

Not a hit list; 3.3% or so of the library scored in one or more.
